FXIIa inh – factor XIIa (human) inhibition | P00748 | purified FXIIa, Boc-QGR-AMC fluorogenic substrate, 2 h | inhibition, % at 5 µM | 220,000 compounds, 0.3% hits; in the data active = inhibition above about 40%;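 note: 0% = enzyme with no compound and 100% = blank without enzyme; many of its hits are not listed in these tables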
Target sequence (P00748 20-372 limits assumed): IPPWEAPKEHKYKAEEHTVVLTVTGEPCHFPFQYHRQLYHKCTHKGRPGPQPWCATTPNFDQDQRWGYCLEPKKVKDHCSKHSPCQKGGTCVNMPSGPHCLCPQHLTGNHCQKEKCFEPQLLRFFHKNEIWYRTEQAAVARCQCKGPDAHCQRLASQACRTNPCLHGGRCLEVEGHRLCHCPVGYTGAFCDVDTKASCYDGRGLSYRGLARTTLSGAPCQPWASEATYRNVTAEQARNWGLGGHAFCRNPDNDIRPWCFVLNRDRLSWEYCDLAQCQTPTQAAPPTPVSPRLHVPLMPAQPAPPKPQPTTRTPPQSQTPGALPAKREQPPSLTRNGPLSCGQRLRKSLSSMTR
Target sequence (P00748 373-615 limits assumed): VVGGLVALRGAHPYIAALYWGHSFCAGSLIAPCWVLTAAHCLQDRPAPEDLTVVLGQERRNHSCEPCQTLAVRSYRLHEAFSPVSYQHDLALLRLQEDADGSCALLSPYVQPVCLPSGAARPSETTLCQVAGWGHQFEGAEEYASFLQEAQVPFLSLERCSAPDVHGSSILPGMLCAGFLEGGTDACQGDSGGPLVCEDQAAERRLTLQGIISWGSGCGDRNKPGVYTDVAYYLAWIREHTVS
thrombin 1536 – thrombin (human) inhibition; P00734; alpha-thrombin, Boc-VPR-AMC fluorogenic substrate cleavage; inhibition, % at 5 µM; 220,000 compounds, 0.26% hits; AID 1046;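 active = inhibition at or above 40%; inactive = inhibition below 40%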;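 note: 0% = enzyme with no compound and 100% = wells without enzyme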
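System: human alpha-thrombin protein; Compound dosing: one concentration per compound, 5 µM, with 0.2% DMSO; Timing: reaction at room temperature; Technique: AMC fluorescence, 355/460 nm; Controls: enzyme without compound as high, wells lacking enzyme as low.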
Runt-SMMHC FRET – inhibitors of human RUNX1 Runt domain binding to CBFb-SMMHC; inhibition, % at 20 µM; Cerulean-Runt/Venus-CBFb-SMMHC FRET ratio 530/480, 1 h; Q01196+Q13951; 220,000 compounds, 0.74% hits;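 active = mean inhibition across duplicate retests at 20 µM reaching about 50%, limit read from the data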;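 note: 0% = DMSO wells and 100% = wells with excess untagged CBFb-SMMHC; inhibitors lower the FRET ratio by blocking Runt binding to CBFb-SMMHC; some results filed as inactive read as strong as hits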
Runt-CBFb FRET – Runt domain-CBFb interaction inhibition | Q01196+Q13951 | Cerulean-Runt/Venus-CBFb FRET ratio 530/480, 1 h | inhibition, % at 20 µM | 220,000 compounds, 0.46% hits | AID 1496;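 active = inhibition over about 50% at 20 µM in the single-dose screen, limit read from the data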;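 note: 0% = DMSO wells and 100% = excess unlabeled CBFb competitor control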
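test system = Cerulean-tagged RUNX1 Runt domain (FRET donor) fusion protein | reagent = Venus-CBFb binding partner, 100 nM | incubation = protein complex preformed 1 h, compound exposure 1 h, room temperature, dark | detection = FRET fluorescence | read-out basis = loss of energy transfer signal | controls = 5 µM unlabeled CBFb as full-inhibition high control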
Hck-Nef inh – inhibitors of human Hck kinase activated by Nef; P08631; Recombinant Hck-YEEI plus Nef, Z-Lyte FRET kinase assay; inhibition, % at 20 µM; 220,000 compounds, 0.68% hits; AID 463187;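 active = Hck-Nef kinase inhibition above about 50%, limit read from the data; inactive = inhibition below that limit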;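 note: 0% = DMSO with Hck plus Nef and 100% = Hck alone without Nef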
hK5 inh – inhibitors of human kallikrein 5. recombinant hK5, fluorogenic AMC substrate cleavage. inhibition, % at 5 µM. 210,000 compounds, 0.59% hits. AID 873;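 active = inhibition of 40% or more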;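 note: 0% = enzyme controls without compound and 100% = no-enzyme blanks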
Target sequence (Q9Y337 67-293 limits assumed): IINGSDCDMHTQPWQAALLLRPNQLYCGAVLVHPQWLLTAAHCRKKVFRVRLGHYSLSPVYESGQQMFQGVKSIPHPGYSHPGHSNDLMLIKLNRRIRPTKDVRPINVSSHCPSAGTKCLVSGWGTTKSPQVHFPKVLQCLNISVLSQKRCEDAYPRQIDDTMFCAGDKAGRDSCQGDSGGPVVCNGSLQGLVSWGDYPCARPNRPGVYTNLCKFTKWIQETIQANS
Wee1 stabilizer – inhibitors of human Wee1 degradation | AID 1321 | HeLa Luc-Wee1K328M stability, luciferase luminescence; 100% = proteasome inhibitor MG132 effect | reporter increase, % at 5 µM | P30291 | 220,000 compounds, 1.2% hits;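 active = activation above the mean of all tested compounds plus 3 SD, set per screening run, cut at about 8.8% in these data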;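 note: cells exposed to compound for 20 h before luminescence read; 0% = DMSO alone and 100% = MG132 at 30 µM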
14-3-3 Bad inh – disrupts binding of bovine 14-3-3 zeta to phospho-Bad peptide | TR-FRET 14-3-3zeta/Dy647-pBad peptide displacement, 1 h | inhibition, % at 21.7 µM | 220,000 compounds, 0.71% hits;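 active = inhibition above about 70%, limit read from the data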;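 note: 0% = full 14-3-3 plus peptide FRET controls and 100% = background without 14-3-3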
Target sequence (P63103 whole entry, looked up): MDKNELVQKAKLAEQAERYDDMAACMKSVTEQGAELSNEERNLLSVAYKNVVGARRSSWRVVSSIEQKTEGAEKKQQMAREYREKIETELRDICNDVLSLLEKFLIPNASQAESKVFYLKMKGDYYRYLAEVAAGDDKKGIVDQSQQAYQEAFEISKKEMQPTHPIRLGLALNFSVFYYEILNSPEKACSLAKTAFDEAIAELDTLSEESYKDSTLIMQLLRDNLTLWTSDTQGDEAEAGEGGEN
FXIa inh 1536 – blocks human coagulation factor XIa protease activity | purified FXIa, Boc-Glu-Ala-Arg-AMC fluorogenic substrate | 220,000 compounds, 0.14% hits | inhibition, % at 5 µM | AID 798 | P03951;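 active = inhibition of at least 40%; inactive = inhibition below 40%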;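 note: fluorescence of freed AMC excited at 355 nm; 0% = enzyme without compound and 100% = no enzyme blank; many of its hits are not listed in these tables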
* marks the source's active call; other numbers are inactive results; . = no result given; & = joins results of further samples; [ ] = another dose, or the depositor's remark.

SMILES	FXIIa inh	thrombin 1536	Runt-SMMHC FRET	Runt-CBFb FRET	Hck-Nef inh	hK5 inh	Wee1 stabilizer	14-3-3 Bad inh	FXIa inh 1536
Cc1nn(-c2ccccc2)c(C)c1/C=N/NC(=O)CSc1nnc(SCc2cccc3ccccc23)s1	8	7	7	-3	-1	0	-2	8[fluorescence artefact?]	11
O=C(Nc1cccnc1Cl)c1cccnc1Cl	9	-2	-4	1	-1	-15	-2	-2[fluorescence artefact?]	8
CC(C)Oc1cccc(C(=O)NC(=S)NCc2cccnc2)c1	8	-1	4	0	3	-10	0	2[fluorescence artefact?]	-4
CCOC(=O)CC(NC(=O)Cc1ccccc1)c1ccccc1Cl (centres undefined)	6	-8	3	1	1	-29	-2	-13[fluorescence artefact?]	-3
COc1ccc(OCCNC(=O)C(Cc2c[nH]c3ccccc23)NC(C)=O)cc1 (centres undefined)	10	-4	0	1	20	0	-1	-14	-1
O=C(Nc1cccc(-c2cn3cccnc3n2)c1)c1ccco1	-11	-11	-1	1	4	-192	-2	2	-19
Cc1cc(C)c(C#N)c(SCc2ccccc2[N+](=O)[O-])n1	8	-1	1	0	4	-8	-2	2	6
COCc1ccc(C(=O)NC(C)c2cnn(-c3ccccc3C)c2C)o1 (centres undefined)	10	-5	2	0	16	2	1	-4	-2
CCN(CC(=O)Nc1cccc(OC)c1)CC(=O)Nc1ccc(C)cc1Cl	12	-23	-2	-5	16	-1	-4	29	-6
COCc1cc(=O)[nH]c(/N=C(\N)Nc2ccc(C)cc2C)n1	3	-2	0	2	8	.	0	-2	0
CC(=O)Nc1ccc(-c2cc(C(=O)O)c3ccccc3n2)cc1	1	-6	0	3	13	-3	-1	1	-4
CCOC(=O)c1c(C)n(C)c2cc(CN(C)C)c(O)c(S(=O)(=O)c3ccccc3)c12	7	-13	-17	-4	19	-2	1	8	8

Reformatted: twelve of the compounds above
Every second line gives: FXIIa inh	thrombin 1536	Runt-SMMHC FRET	Runt-CBFb FRET	Hck-Nef inh	hK5 inh	Wee1 stabilizer	14-3-3 Bad inh	FXIa inh 1536
Cc1nn(-c2ccccc2)c(C)c1/C=N/NC(=O)CSc1nnc(SCc2cccc3ccccc23)s1
→ 8	7	7	-3	-1	0	-2	8[fluorescence artefact?]	11
O=C(Nc1cccnc1Cl)c1cccnc1Cl
→ 9	-2	-4	1	-1	-15	-2	-2[fluorescence artefact?]	8
CC(C)Oc1cccc(C(=O)NC(=S)NCc2cccnc2)c1
→ 8	-1	4	0	3	-10	0	2[fluorescence artefact?]	-4
CCOC(=O)CC(NC(=O)Cc1ccccc1)c1ccccc1Cl (centres undefined)
→ 6	-8	3	1	1	-29	-2	-13[fluorescence artefact?]	-3
COc1ccc(OCCNC(=O)C(Cc2c[nH]c3ccccc23)NC(C)=O)cc1 (centres undefined)
→ 10	-4	0	1	20	0	-1	-14	-1
O=C(Nc1cccc(-c2cn3cccnc3n2)c1)c1ccco1
→ -11	-11	-1	1	4	-192	-2	2	-19
Cc1cc(C)c(C#N)c(SCc2ccccc2[N+](=O)[O-])n1
→ 8	-1	1	0	4	-8	-2	2	6
COCc1ccc(C(=O)NC(C)c2cnn(-c3ccccc3C)c2C)o1 (centres undefined)
→ 10	-5	2	0	16	2	1	-4	-2
CCN(CC(=O)Nc1cccc(OC)c1)CC(=O)Nc1ccc(C)cc1Cl
→ 12	-23	-2	-5	16	-1	-4	29	-6
COCc1cc(=O)[nH]c(/N=C(\N)Nc2ccc(C)cc2C)n1
→ 3	-2	0	2	8	.	0	-2	0
CC(=O)Nc1ccc(-c2cc(C(=O)O)c3ccccc3n2)cc1
→ 1	-6	0	3	13	-3	-1	1	-4
CCOC(=O)c1c(C)n(C)c2cc(CN(C)C)c(O)c(S(=O)(=O)c3ccccc3)c12
→ 7	-13	-17	-4	19	-2	1	8	8

Continued.
SMILES	FXIIa inh	thrombin 1536	Runt-SMMHC FRET	Runt-CBFb FRET	Hck-Nef inh	hK5 inh	Wee1 stabilizer	14-3-3 Bad inh	FXIa inh 1536
CC1(C)OC2OC(C(=O)N/N=C/c3cc(Br)ccc3O)C3OC(C)(C)OC3C2O1 (centres undefined)	6	-2	12	8	-29	-46	-3	-4	0
COc1ccc(/C=N/NC(=O)CCSc2nc3ccccc3s2)cc1	7	-1	-2	-2	3	-9	4	12	2
COC(CNC(=O)c1cccc(-n2c(=S)[nH]c3cc(Cl)ccc3c2=O)c1)OC	4	6	-2	1	26	-3	3	-10	-3
CCOC(=O)CSc1n[nH]c(NC(C)=O)n1	11	0	0	1	1	.	0	-4	-3
CC(/C=N\NC(=O)CN1CCN(Cc2ccccc2)CC1)=C\c1ccco1	16	-1	-3	2	5	-13	-1	-19	6
COc1ccc(N=Cc2cc3c(cc2O)OC(N)=C(C#N)C3c2ccccc2)cc1 (centres undefined)	10	-2	88*	49	1	0	-3	-30	6
O=C(CCC(=O)Nc1nnc(C2CCCCC2)s1)NCc1ccccc1	6	-7	-1	2	-8	-3	1	-2	-1
Cc1cccc(NC(=S)N(CCCN2CCOCC2)Cc2cn(C)c3ccccc23)c1	4	-4	2	-1	0	-7	1	-1[fluorescence artefact?]	-4
COc1ccc(-n2nc3ccc(NS(C)(=O)=O)cc3n2)cc1Cl	-10	-6	7	3	10	-10	2	23	-10
Cc1ccc(S(=O)(=O)Oc2cccc(N3C(=O)C4CC=CCC4C3=O)c2)cc1 (centres undefined)	34	0	0	-2	0	6	-1	-2	13
COc1ccc(-n2c(=O)c3c4c(sc3n(CC(=O)NCc3ccco3)c2=O)CCC4)c(OC)c1	5	7	0	-1	0	-27	3	5	2
CCOc1ccc2nc(SC3CC(=O)N(c4ccc(C)cc4)C3=O)sc2c1 (centres undefined)	7	3	6	9	0	24	-2	-9	0
CCOC(=O)c1c(C)c(C(=O)Nc2cc(OC)ccc2OC)c(C)n1CC	-1	-3	0	-1	2	-4	0	0[fluorescence artefact?]	-6
Cc1ccc(NS(=O)(=O)c2ccc(NC(=O)c3cccs3)cc2)cc1	13	4	3	1	-1	-21	-3	-5	6
O=C1CSC(=S)N1/N=C/C=C/c1ccccc1	20	17	-1	3	9	20	-2	-8	11
CSc1ncccc1C(=O)Nc1nc2ccc(F)cc2s1	8	0	-5	0	3	-14	-4	-14	-1
Cc1cc(C)c2nc(NNC(=O)c3ccc(S(=O)(=O)N4CCCCC4)cc3)sc2c1	16	3	33	48	1	-65	0	-3	12
Cc1ccc(CNc2nc3ccccc3n3nnnc23)cc1	21	9	30	12	-7	7	-1	41[fluorescence artefact?]	9
Cc1ccc(N(C(=O)CC2NC(=O)NC2=O)C2(C(=O)NC3CCCC3)CCCCC2)cc1 (centres undefined)	16	2	-1	0	0	-8	-2	-6	4
Cc1ccc(-c2nc(N/N=C/c3cccnc3)c3ccccc3n2)cc1	8	1	-9	-6	2	4	0	-1[fluorescence artefact?]	1
Cc1c(O)ccc(C(=O)COc2ccc(F)cc2)c1O	10	-3	-4	-2	-3	4	10*	-6	-2
O=C(Nc1sc2c(c1C(=O)O)CCC2)c1ccccc1	8	-9	-2	6	1	-40	-3	83*	-8
CCN(CC)S(=O)(=O)c1ccc(C)c(NC(=O)CNCCN(C(C)C)C(C)C)c1	7	-5	-2	0	20	-16	-1	31	-2
Cc1cc(CNC(=O)c2cccc([N+](=O)[O-])c2)c2ccccc2n1	3	-2	0	0	21	-7	0	-8	-5

Some of the entries so far, with values under each structure:
Sequence of screens – FXIIa inh, thrombin 1536, Runt-SMMHC FRET, Runt-CBFb FRET, Hck-Nef inh, hK5 inh, Wee1 stabilizer, 14-3-3 Bad inh, FXIa inh 1536
COCc1ccc(C(=O)NC(C)c2cnn(-c3ccccc3C)c2C)o1 (centres undefined)
    10, -5, 2, 0, 16, 2, 1, -4, -2
CC1(C)OC2OC(C(=O)N/N=C/c3cc(Br)ccc3O)C3OC(C)(C)OC3C2O1 (centres undefined)
    6, -2, 12, 8, -29, -46, -3, -4, 0

(next part)
SMILES	FXIIa inh	thrombin 1536	Runt-SMMHC FRET	Runt-CBFb FRET	Hck-Nef inh	hK5 inh	Wee1 stabilizer	14-3-3 Bad inh	FXIa inh 1536
O=C(Nc1cccnc1)c1cc(-c2ccc(Br)cc2)on1	22	-2	-2	0	27	-2	-2	16	20
CCSc1ccc(C(=O)Nc2cccc(C)n2)cc1[N+](=O)[O-]	5	-5	2	0	-1	-7	4	7	4
O=C(CSc1n[nH]c(=O)[nH]c1=O)c1ccc([N+](=O)[O-])cc1	7	-2	-6	5	4	-1	12*	2	4
Cc1nc(/C=C/c2ccccc2)[nH]c(=O)c1-c1ccccc1	11	-5	7	0	4	-19	3	-3	8
CCOC(=O)Cn1c(=O)n(C2CCCC2)c(=O)c2ccccc21	9	-3	-2	1	3	-4	-2	2	-1
CCC(CO)Nc1ccc(-c2nn(C)c(=O)c3ccccc23)cc1[N+](=O)[O-] (centres undefined)	8	-4	1	-5	20	-3	-1	-2	2
Cn1c(=O)c2c(ncn2CCNC2=NCCCCC2)n(C)c1=O	-1	3	-3	0	-3	-12	1	-1	-2
COc1ccc(CNc2oc(COc3ccccc3)nc2C#N)cc1	13	2	-1	-1	-1	11	3	2	-15
O=C(CN1CCN(Cc2ccccc2)CC1)Nc1ccc2c(c1)CCC2	9	-2	-1	-2	25	3	-2	18	5
O=C1NCCCC1C(=O)N/N=C/c1ccccc1O (centres undefined)	3	-5	3	2	2	-34	0	-9	0
Cc1nn(C)cc1C(C)NC(=O)c1cc(COc2c(F)cccc2F)on1 (centres undefined)	6	1	-1	0	2	.	6	-15	1
Cc1c(O)c(=O)ccn1C	13	-1	0&-1	0&1	-2	-5	1&-2	-7&-8	7
Cc1ccc2c(c1)C1CCCC3C1N2CC(=O)N3Cc1ccccc1 (centres undefined)	23	1	-12	4	2	-28	0	-15	9
CCCn1nc(NS(=O)(=O)c2ccccc2)c2cc3cc(C)ccc3nc21	10	4	-9	-8	-2	-7	1	1	6
Cc1nn(C)c(C)c1S(=O)(=O)NC1CCCc2ccccc21 (centres undefined)	17	-7	-38	0	1	-6	-1	9	4
CN(CCc1ccccn1)Cc1ccc(Cl)cc1	19	3	-5	-2	1	5	1	40	4
Cc1cc(N2CC(C)OC(C)C2)n2cc(-c3ccccc3)nc2n1 (centres undefined)	4	-13	3	-2	22	-4	-4	16	-2
Cc1cc2ccccc2n2c(SCC(=O)NCC3CCCO3)nnc12 (centres undefined)	5	0	0	4	19	-30	-1	-3	2
O=C(COC(=O)C1=COCCO1)NCc1ccc(Cl)cc1	6	-14	-8	0	18	-4	-1	-5	-5
Cc1ccc(NC(=O)COC(=O)Cc2csc(-c3ccc(Cl)cc3)n2)cc1C	24	-1	2	1	5	-13	15*	11[fluorescence artefact?]	23
CC1CC(N(C(=O)c2ccc(Cl)cc2)c2ccccc2)c2ccccc2N1C(=O)c1ccco1 (centres undefined)	-6	-3	1	0	-4	-17	-1	-3	-23
COc1ccccc1NC(=S)N(Cc1ccco1)Cc1cc2cc(C)cc(C)c2[nH]c1=O	12	-6	2	0	1	11	4	-11	8
